Bioassay records as filed in PubChem BioAssay.
KCC2 mod: KCC2 (human) Cl- transport modulation | 190,000 tested, 2.2% active | Q9H2X9 | B-score of Tl+ flux slope (higher = more flux/activation; lower = inhibition) at 10 µM | KCC2 cells, thallium flux FluoZin-2 fluorescence | AID 1456;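 active means thallium flux slope and its plate-corrected score both differing from the plate sample mean at a set confidence after two filtering rounds, in either direction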;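 further: slope of fluorescence scaled to starting intensity during 10 to 20 s after thallium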
m-calpain inh: blocks pig calpain II enzyme activity; 220,000 tested, 0.37% active; inhibition, % at 16 µM; purified calpain II, fluorogenic peptide substrate, 30 min;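 active means inhibition above about 50%, limit read from the data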
FXIIa inh 1536: factor XIIa (human) inhibition; P00748; purified FXIIa, Boc-QGR-AMC fluorogenic substrate, 2 h; inhibition, % at 5 µM; 220,000 tested, 0.3% active; in the data active means inhibition above about 40%;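 further: 0% = enzyme with no compound and 100% = blank without enzyme; many of its hits are not listed in these tables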
Target sequence (P00748 20-372 limits assumed): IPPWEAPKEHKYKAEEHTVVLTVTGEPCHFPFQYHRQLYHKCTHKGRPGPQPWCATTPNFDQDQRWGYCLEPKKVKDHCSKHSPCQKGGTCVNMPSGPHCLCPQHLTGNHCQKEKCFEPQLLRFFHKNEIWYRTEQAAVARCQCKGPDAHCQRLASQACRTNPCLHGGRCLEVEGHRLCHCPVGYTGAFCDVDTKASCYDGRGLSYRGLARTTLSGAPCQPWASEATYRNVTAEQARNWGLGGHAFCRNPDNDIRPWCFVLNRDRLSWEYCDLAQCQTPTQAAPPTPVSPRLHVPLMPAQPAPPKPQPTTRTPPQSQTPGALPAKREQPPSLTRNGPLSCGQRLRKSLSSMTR
Target sequence (P00748 373-615 limits assumed): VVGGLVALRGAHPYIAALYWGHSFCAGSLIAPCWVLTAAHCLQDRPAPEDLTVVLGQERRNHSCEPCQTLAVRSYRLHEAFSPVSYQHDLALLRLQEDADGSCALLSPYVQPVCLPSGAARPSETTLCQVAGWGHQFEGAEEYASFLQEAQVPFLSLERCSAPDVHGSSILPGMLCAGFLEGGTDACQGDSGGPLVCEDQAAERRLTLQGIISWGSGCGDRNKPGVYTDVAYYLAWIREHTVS
Thrombin inh: thrombin (human) inhibition | alpha-thrombin, Boc-VPR-AMC fluorogenic substrate cleavage | inhibition, % at 5 µM | AID 1046 | 220,000 tested, 0.26% active | P00734;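 active means inhibition at or above 40%; inactive means inhibition below 40%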;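 further: 0% = enzyme with no compound and 100% = wells without enzyme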
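System: human alpha-thrombin protein; Compound dosing: one concentration per compound, 5 µM, with 0.2% DMSO; Timing: reaction at room temperature; Technique: AMC fluorescence, 355/460 nm; Controls: enzyme without compound as high, wells lacking enzyme as low.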
Rad51 HR inh: blocks human Rad51 in homologous recombination. Q06609. hRad51 DNA strand exchange, fluorescence dequenching. inhibition, % at 10 µM. 200,000 tested, 0.085% active;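 active means inhibition above 40% at the single screening dose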;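 further: 0% = DMSO control wells and 100% = blanks with heterologous ssDNA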
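material = hRad51 filaments on single-stranded DNA | timing = filaments 15 min 37 °C, then compound 30 min | signal = FRET fluorescence dequenching, excitation 485 nm, emission 520 nm | benchmarks = control wells and blank wells on each plate | evaluation = percent inhibition relative to plate controls and blanks | compound = 10 µM final, single point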
Furin inh: blocks human furin protease activity; P09958; purified furin, fluorogenic substrate cleavage; inhibition, % at 30 µM; 220,000 tested, 0.061% active; AID 463115; in the data active means inhibition above about 25%; further: inactives centre near -15
PERK inh: human PERK inhibition, primary cell-based screen; Q9NZJ5; CHO PERK-DD fusion, SEAP luminescence translation reporter; inhibition, % at 5.6 µM; 220,000 tested, 0.17% active;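 active means inhibition above the mean inhibition of all tested compounds plus 3 SD, set separately per screening campaign, cut at about 2.9% in these data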;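 further: PERK kinase domain activated by AP20187 dimerizer at 100 nM; 0% = DMSO with dimerizer and 100% = rapamycin at 8.4 µM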
FXIa inh: blocks human coagulation factor XIa protease activity; inhibition, % at 5 µM; purified FXIa, Boc-Glu-Ala-Arg-AMC fluorogenic substrate; 220,000 tested, 0.14% active; P03951;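 active means inhibition of at least 40%; inactive means inhibition below 40%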;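 further: fluorescence of freed AMC excited at 355 nm; 0% = enzyme without compound and 100% = no enzyme blank; many of its hits are not listed in these tables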
KLK5 inh: inhibitors of human kallikrein 5. Q9Y337. recombinant hK5, fluorogenic AMC substrate cleavage. inhibition, % at 5 µM. 210,000 tested, 0.59% active. AID 873;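 active means inhibition of 40% or more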;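 further: 0% = enzyme controls without compound and 100% = no-enzyme blanks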
Target sequence (Q9Y337 67-293 limits assumed): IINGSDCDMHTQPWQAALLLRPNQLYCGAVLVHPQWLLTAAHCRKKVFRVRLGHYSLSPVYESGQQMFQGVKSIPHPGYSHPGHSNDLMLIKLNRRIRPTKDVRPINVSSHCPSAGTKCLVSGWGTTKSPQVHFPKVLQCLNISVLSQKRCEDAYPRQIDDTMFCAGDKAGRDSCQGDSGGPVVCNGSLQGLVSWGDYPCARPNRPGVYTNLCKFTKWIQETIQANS
Starred values were filed as active, the others as inactive; i = inactive; nt = no result given; [ ] = remark or other dose.

SMILES	KCC2 mod	m-calpain inh	FXIIa inh 1536	Thrombin inh	Rad51 HR inh	Furin inh	PERK inh	FXIa inh	KLK5 inh
COc1ccc2[nH]c(C)c(CCNC(=S)Nc3cc(C)ccc3C)c2c1	0.39	-15	8	-2	nt	-9	-0.5	-2	-10
CSc1nc2c(c(=O)n1-c1ccccc1)SCC2	1.8	-26	8	-1	-2	-20[20 µM]	0.0	-11	-21
CC(C)(C)c1nnc(NC(=O)c2cc(-c3ccccc3)nc3ccccc23)s1	-0.43	-110	9	0	-3	-3[20 µM]	0.6	5	5
CO/N=C/c1cc([N+](=O)[O-])ccc1Sc1ccc(C)cc1	0.024	13	15	0	0	-8[20 µM]	0.4	6	-21
NC(=O)CCSC(=S)N1CCOCC1	0.33	-28	6	-1	-3	-15	0.4	-4	4
Cc1ccc(-c2nc3c(=O)n(C)c4ccccc4c3o2)cc1	-0.12	-140	20	2	0	-15	-1.7	8	-8
CCNC(=O)CN(Cc1ccccc1)S(=O)(=O)c1ccccc1	nt	-23	18	6	-3	-11	0.7	4	-4
CC(O)CNc1nc2ccccc2n1CC(=O)N1CCN(Cc2ccccc2)CC1 (stereo unspecified)	-0.22	-7	-1	0	2	-17	0.1	-12	-7
O=C(CNc1ccc(F)cc1F)NC(=O)NCc1ccco1	0.045	-5	10	2	2	-14	0.8	1	-2
Cc1nn(C(C)C(=O)Nc2sc3c(c2C#N)CCCC3)c(C)c1[N+](=O)[O-] (stereo unspecified)	nt	-20	15	6	5	-23[20 µM]	-0.3	8	1
CCn1c(CNC(=O)c2cccs2)nnc1SCC(=O)Nc1cc(Cl)ccc1C	-0.69	-11	10	2	-3	-12[20 µM]	-1.4	1	-11
Cc1cc(C)cc(N(CC(=O)NCCSc2ccccn2)S(=O)(=O)c2ccccc2)c1	-0.99	5	-13	-2	-7	-23	-0.8	-2	3
Cc1ccc(NC(=O)N2CCC(c3nc4c(nnn4Cc4cccc(Cl)c4)c(=O)[nH]3)CC2)cc1	-0.67	-123	0	-5	nt	-21[20 µM]	1.2	-1	5
O=C(CC(=O)Nc1ccccn1)Nc1ccccn1	nt	14	16	-2	-6	-17	1.2	9	6
CC1(C)C=C2[C@H]3CC[C@@H]4[C@@]5(C)CCC(=O)C(C)(C)[C@@H]5CC[C@@]4(C)[C@]3(C)CC[C@@]2(C(=O)O)CC1	5.9*	-27	12	2	-3	-7	2.1	6	-1
COc1cc2[nH]c(=O)n(CCC(=O)N3CCN(c4cccc(C)c4C)CC3)c(=O)c2cc1OC	-0.021	-120	9	2	8	-13	-0.2	2	-13
O=c1cc(CSc2nc3cc(Cl)ccc3o2)nc2sccn12	-1.6	-10	14	4	-8	-23	0.2	0	-4
Cc1cc(C)c(C)c(S(=O)(=O)NCc2cccnc2)c1C	-0.078	-17	10	1	6	2[20 µM]	0.3	3	-11
COc1ccc(C(=O)COC(=O)/C=C/c2ccc(S(=O)(=O)Nc3cccc(S(N)(=O)=O)c3)cc2)cc1	0.0032	-67	-1	-8	-6	-2	-0.1	-5	7
COc1ccc(/C=N/NC(=O)c2ccncc2)cc1[N+](=O)[O-]	0.1	-20	0	0	15	-2	1.4	-7	-9
Cc1nc(=O)c(-c2ccccc2)c(C)n1-c1ccc(S(N)(=O)=O)cc1	-0.28	-1	15	1	2	-16[20 µM]	0.8	3	-7
Cc1cnc(C(=O)OCC(=O)Nc2ccc(Oc3ccccc3)cc2)cn1	-0.26	-40	-6	-8	1	-16[20 µM]	0.2	0	-5
O=C(CN1CCCC1)Nc1c2c(cc3c1CCC3)CCC2	0.16	-15	8	-1	-38	-28	0.4	5	-11
C#CCNC(=O)C1=C[C@H](c2coc3ccccc3c2=O)[C@@H](CCCO)[C@H](OCC)O1	1.5	2	8	-3	-1	-17	0.9	-1	1
COC(CNC(=O)CCc1c(C)nc2c(-c3ccc(F)cc3)c(C)nn2c1C)OC	0.12	-8	23	2	7	-2[20 µM]	-0.5	21	-18
NNC(=O)c1ccc2nc(-c3ccc(Br)cc3)cn2c1	-0.25	-35	1	2	19	-11	1.4	-7	4
COc1ccc(C(=O)NCC(=O)NCC(=O)OCc2ccc(Br)cc2)cc1	0.048	31	-3	4	19	-34	0.5	-5	-17
N#CCCCn1c(=O)oc2ccccc21	-0.023	-35	4	-5	-8	-30	0.4	-2	1
CCCCNC(=O)CSc1nnc(Cc2ccccc2)n1CC	1.8	14	10	2	-7	-11[20 µM]	0.0	3	-6
Cc1cc(C)nc(/N=C2\NC(=O)CC3C(=O)NCCN23)n1 (stereo unspecified)	1	-3	6	1	2	0[20 µM]	1.0	0	-18

In another format: entries from further up.
| KCC2 mod | m-calpain inh | FXIIa inh 1536 | Thrombin inh | Rad51 HR inh | Furin inh | PERK inh | FXIa inh | KLK5 inh | SMILES |
| --- | --- | --- | --- | --- | --- | --- | --- | --- | --- |
| 1.5 | 2 | 8 | -3 | -1 | -17 | 0.9 | -1 | 1 | C#CCNC(=O)C1=C[C@H](c2coc3ccccc3c2=O)[C@@H](CCCO)[C@H](OCC)O1 |
| -0.021 | -120 | 9 | 2 | 8 | -13 | -0.2 | 2 | -13 | COc1cc2[nH]c(=O)n(CCC(=O)N3CCN(c4cccc(C)c4C)CC3)c(=O)c2cc1OC |
| 1.8 | 14 | 10 | 2 | -7 | -11[20 µM] | 0.0 | 3 | -6 | CCCCNC(=O)CSc1nnc(Cc2ccccc2)n1CC |
| -0.023 | -35 | 4 | -5 | -8 | -30 | 0.4 | -2 | 1 | N#CCCCn1c(=O)oc2ccccc21 |
| 0.1 | -20 | 0 | 0 | 15 | -2 | 1.4 | -7 | -9 | COc1ccc(/C=N/NC(=O)c2ccncc2)cc1[N+](=O)[O-] |

Next part.
SMILES	KCC2 mod	m-calpain inh	FXIIa inh 1536	Thrombin inh	Rad51 HR inh	Furin inh	PERK inh	FXIa inh	KLK5 inh
NC(=O)c1cccc(C(N)=O)n1	1.5	-21	4	-8	-2	-22	0.7	-4	-3
O=C1CCCC2=C1C(c1ccccc1O)C1=C(CCCC1=O)O2	0.24	4	19	3	-3	1	0.2	6	-4
O=C(CNC(=O)c1cc2c(s1)CCC2)Nc1ccccc1Br	-0.13	-138	4	-6	3	-5[20 µM]	0.2	2	-23
Cc1cc(C=O)c(C)n1-c1ccc(N2CCCC2)c([N+](=O)[O-])c1	nt	23	-12	-4	5	-16	-0.1	-7	-1
O=C(Cc1ccccc1)NCCCN1CCN(CCCNC(=O)Cc2ccccc2)CC1	0.48	-16	9	2	-2	-11[20 µM]	-0.8	-12	-22
O=C(COc1ccccc1[N+](=O)[O-])Nc1ccc(NC(=O)c2cc3ccccc3o2)cc1	-0.2	-97	2	-8	-7	-14	-0.3	-4	-8
COCCNC(=S)Nc1ccc(N2CCCCC2)cc1	0.78	-11	5	-3	-2	-14	-0.7	-4	-5
OCCN(CCO)CC(O)CN(c1ccccc1)c1ccccc1 (stereo unspecified)	-0.33	-18	5	-6	nt	-12	-1.0	-2	-3
CC1(C)Cc2c(ccc3ccccc23)C(c2cc3ccccc3oc2=O)=N1	0.34	-10	16	4	1	4[20 µM]	-0.1	7	7
Cc1ccccc1NCN1C(=O)C2C3C=CC(C3)C2C1=O (stereo unspecified)	nt	1	2	-2	-3	-17	0.4	-7	-5
CN1CCN(CC(=O)N2N=C(c3cccs3)CC2c2ccco2)CC1 (stereo unspecified)	0.64	-17	5	-1	nt	-12	-0.5	1	-9
Cc1noc(C)c1S(=O)(=O)N1CCN(C(c2ccccc2)c2ccc(Cl)cc2)CC1 (stereo unspecified)	-0.096	-25	10	-5	1	12	-0.1	-2	-2
COc1cccc(CNC(=O)CSCc2cnn(-c3ccccc3)c2-n2cccc2)c1	-0.38	28	-4	-7	-8	-15[20 µM]	-0.9	-4	-8
CCOC(=O)c1sc(=S)n(-c2ccccc2Cl)c1C	-0.85	40	15	1	24	-13	0.9	6	-4
CCOC(=O)COc1cc2oc(=O)cc(C)c2cc1[N+](=O)[O-]	0.88	-20	3	-1	28	-14	2.3	1	nt
O=C(Oc1ccc[nH]c1=O)c1cccc(Cl)c1	0.78	14	5	4	0	-8	0.5	-2	-3
O=C(CN1C(=O)C2CC=CCC2C1=O)NCc1cccs1 (stereo unspecified)	0.64	-32	4	nt	-2	-22	0.9	3	-2
c1ccc(OCCCn2nnc(-c3ccncc3)n2)cc1	-0.28	19	8	-6	0	-20[20 µM]	0.5	-1	5
Cc1ccccc1NC(=O)c1ccc(-n2cncn2)nc1	nt	18	4	16	-2	-21[20 µM]	0.5	-2	-14
O=C(c1ccco1)N1CCn2c1nc1ccccc12	nt	-4	17	-3	1	-7[20 µM]	-0.1	1	-2
O=C(NN1CCOCC1)c1cc(S(=O)(=O)Nc2cccc(C(F)(F)F)c2)ccc1Cl	1	-18	5	-19	1	-17	0.8	-4	-11
CCOC(=O)N1CCN(C(=O)c2ccc(NC(=O)c3ccc(C)cc3)cc2)CC1	-0.58	2	-2	3	7	-20[20 µM]	-0.6	3	-1
CS(=O)(=O)Nc1nc2n(n1)C(c1ccccc1)C=C(c1ccc(Br)cc1)N2 (stereo unspecified)	nt	i	-5	-5	nt	-12[20 µM]	2.5	-7	-70
COc1ccccc1C(=O)Nc1ccc(NC(=O)c2ccco2)c(C)c1	-0.6	16	18	2	-7	-19[20 µM]	-0.6	1	23
Cc1cc2nc(CSc3ccccc3)cc(=O)n2[nH]1	-0.49	11	7	-4	16	-27	1.2	2	-4
COc1ccc(Br)cc1-c1nc(CCl)cs1	-0.7	-15	4	-5	27	-11	1.0	-4	-5
O=C(COc1ccc(C(F)(F)F)cc1[N+](=O)[O-])Nc1cccc(C(F)(F)F)c1	-0.025	-3	2	-9	10	-7	-0.1	6	-8
CN(Cc1ccccc1)S(=O)(=O)c1ccc(C(=O)Nc2nnc(C3CC3)o2)cc1	-0.0044	-91	-1	8	-6	-5	-0.8	-10	-129
CC1(C(=O)NNC(=O)C2CCCCC2)CC1(Cl)Cl (stereo unspecified)	0.14	-22	11	3	-5	-17	0.7	2	2
O=C(Cc1ccccc1)Nn1c(-c2ccccc2F)nc2ccccc2c1=O	1.3	5	10	10	6	-12	-0.7	-2	-4
CCC(CC)NC(=O)COC(=O)c1cccc(C)c1O	0.49	18	8	-1	8	-10[20 µM]	0.0	-2	11
Cc1sc(NC(=O)C2CC=CCC2C(=O)O)c(C(=O)OC(C)C)c1C (stereo unspecified)	-1.4	-20	16	0	-7	-18[20 µM]	-0.1	1	-6
COc1ccc(Cn2c(C3CC3)nc3ccc(NC(=O)c4ccco4)cc3c2=O)cc1	nt	-46	18	-5	4	-18	-0.2	2	-4
S=c1[nH]nc(C2COc3ccccc3O2)o1 (stereo unspecified)	-6.9*	-32	8	-4	5	-1	3.0*	-6	-8
O=[N+]([O-])c1ccccc1/C=N\N1CCN(c2ccccc2)CC1	-1.6	5	9	2	0	-25	-0.2	-3	1
CCOc1ccccc1NC(=O)C(OC(=O)c1cc(C)oc1C)c1ccccc1 (stereo unspecified)	-0.7	28	9	-9	13	-2	0.0	8	-14
Cc1nc(NC2=NC(C(=O)Nc3ccc(Cl)cc3)CC(=O)N2)nc2ccccc12 (stereo unspecified)	nt	7	14	6	5	-23	1.4	8	22
CCCOc1ccc(N2C(=O)CC(SCCN)C2=O)cc1 (stereo unspecified)	0.9	2	6	-3	6	-15[20 µM]	0.6	-4	0
CC1(c2ccccc2)CC2CC(c3ccccc3)N1O2 (stereo unspecified)	-0.96	-6	10	-2	nt	-22[20 µM]	-0.2	5	16

Not all compounds are listed (hit frequency here may not be typical).
